# PL biosyn Enam = phospholipid synthesis inhibitors, CHO cells, primary screen, ZR-82 cells, Enamine library, screen 3; calls only at 10 µM; ZR-82 CHO cells, pyrene fatty acid UV survival, CellTiter Blue; peroxisome-deficient CHO-K1 mutant line; plus DGAT-1, DGAT-2 and ACAT inhibitors; AID 1347385, 2020; 0.4% of 20,000 active;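 active means cell survival signal 2 SD away from solvent-only control wells, confirmed on one or two retests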;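 further: 3 h compound exposure then viability read about one day after UV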
# Calls only; i = inactive. Not all compounds are listed; the hit share may differ from the screen's.
mol | PL biosyn Enam
O=C(O)c1ccc(C(=O)O)s1 | i
C(=C\c1ccc(-c2ncc(-c3ccccc3)o2)cc1)/c1ccccc1 | i
C=CCn1c(C)cc(C(=O)COC(=O)C2C(C(=O)OCC)=C(C)NC(C)=C2C(=O)OCC)c1C | i
Brc1cc2c(c(CSc3nc4ccccc4[nH]3)c1)OC(c1ccccc1)OC2 (stereo not drawn) | i
CCC(CC)NC(=O)CN1C(=O)C(=O)N(CCC2=CCCCC2)C1=O | i
C=CCn1c(-c2ccc(Br)cc2)n[nH]c1=S | i
CNC(=S)Nc1cc(S(=O)(=O)Nc2cc(Cl)ccc2Cl)ccc1N1CCCC1 | i
c1csc(-c2nnn(CN3CCCC(c4nc5ccccc5s4)C3)n2)c1 (stereo not drawn) | i

# Part of the list above, field by field.
C=CCn1c(C)cc(C(=O)COC(=O)C2C(C(=O)OCC)=C(C)NC(C)=C2C(=O)OCC)c1C
  PL biosyn Enam = i
Brc1cc2c(c(CSc3nc4ccccc4[nH]3)c1)OC(c1ccccc1)OC2 (stereo not drawn)
  PL biosyn Enam = i

# The list goes on.
mol | PL biosyn Enam
C(=Nc1ccc2c(c1)OCO2)c1ccc2ncccc2c1 | i
Cc1nc(NS(=O)(=O)c2ccc(Br)s2)c2c3c(sc2n1)CCC3 | i
CC1CCc2c(sc3nn[nH]c(=O)c23)C1 (stereo not drawn) | i
c1cncc(-c2nc(NC3CCCC3)c3c4c(sc3n2)CCC4)c1 | i
O=C(O)C1CCN(S(=O)(=O)c2ccc(Br)s2)CC1 | i
O=C(CSc1cccc[n+]1[O-])NC(=O)C1COc2ccccc2O1 (stereo not drawn) | i
O=C(Cn1cnc2sccc2c1=O)Nc1nccs1 | i
C/C(=N\OCc1nc2c3c4c(sc3ncn2n1)C(C)(C)NC(C)(C)C4)c1cccs1 | i
O=c1[nH]c(CN2CCN(c3ncnc4sc5c(c34)CCC5)CC2)nc2sc3c(c12)CCCC3 | i
O=S(=O)(c1ccc2c(c1)OCCCO2)N1CCCCC1c1nc2ccccc2s1 (stereo not drawn) | i
O=S(=O)(Nc1nc(-c2cccnc2)nc2sc3c(c12)CCCC3)c1ccc(Cl)s1 | i
Clc1ccc(Sc2ccc(Sc3ccc(Cl)cc3)nn2)cc1 | i
Cc1cc(Sc2nnnn2C2CCCC2)n2ncnc2n1 | i
O=[N+]([O-])c1cccc2nsnc12 | i
CCc1sc(C(=O)NNC(=O)c2cc(Br)c(Br)s2)cc1C | i
O=S1(=O)CC(O)C(Nc2ccccc2Cl)C1 (stereo not drawn) | i
NC(=O)NC(=O)C=P(c1ccccc1)(c1ccccc1)c1ccccc1 | i
CC1(C)N=C(N)NC(Nc2ccc(I)cc2)=N1 | i
C=CCN(Cc1cccs1)c1ncnc2sc3c(c12)CCCC3 | i
CS(=O)(=O)c1ccc(NS(=O)(=O)c2ccc(F)c(F)c2)cc1 | i
Cn1c2c(c(=O)n(C)c1=O)C(c1cccc(Br)c1)C1=C(COC1=O)N2 (stereo not drawn) | i
CS(=O)(=O)c1ccc(NS(=O)(=O)c2ccccc2Br)cc1 | i
C(=Nc1nc2ccccc2nc1N1CCOCC1)N1CCN(C(c2ccccc2)c2ccccc2)CC1 | i
CC1CCc2sc(-c3nnc(SCc4nc(-c5cccs5)no4)o3)cc2C1 (stereo not drawn) | i
COCCN=c1scc(-c2ccc(OC(F)F)cc2)n1/N=C/c1ccc(OC)cc1 | i
COc1ccc(C2C=C(c3ccc(Cl)cc3)Nc3nnnn32)cc1 (stereo not drawn) | i
O=C(C[n+]1ccccc1-c1ccccn1)c1ccc2c(c1)OCCO2 | i
O=C(OC1CCOC1=O)c1ccc(-c2ccc(C(=O)OC3CCOC3=O)s2)s1 (stereo not drawn) | i
O=c1cc(CN2CCN(S(=O)(=O)c3ccc(F)c(F)c3F)CC2)c2cc3c(cc2o1)CCC3 | i
C[N+]1(Cc2nc3ccccc3[nH]2)CCOCC1 | i
c1ccc(-n2nnnc2-n2nnc3ccccc32)cc1 | i
Cc1c(C(=O)OCc2cc(=O)n3ccsc3n2)sc2nc3n(c(=O)c12)CCC3 | i

# Overlap with the part before: five entries, followed by the next part.
mol | PL biosyn Enam
O=C(OC1CCOC1=O)c1ccc(-c2ccc(C(=O)OC3CCOC3=O)s2)s1 (stereo not drawn) | i
O=c1cc(CN2CCN(S(=O)(=O)c3ccc(F)c(F)c3F)CC2)c2cc3c(cc2o1)CCC3 | i
C[N+]1(Cc2nc3ccccc3[nH]2)CCOCC1 | i
c1ccc(-n2nnnc2-n2nnc3ccccc32)cc1 | i
Cc1c(C(=O)OCc2cc(=O)n3ccsc3n2)sc2nc3n(c(=O)c12)CCC3 | i
O=[N+]([O-])c1ccc(N=P(c2nc3ccccc3o2)(N2CCOCC2)N2CCOCC2)cc1 | i
Cc1ccc(/C=N/NC(=S)NCCCN2CCOCC2)s1 | i
Brc1ccc(C2CC(c3ccccc3)Nc3nnnn32)cc1 (stereo not drawn) | i
CN(Cc1nc2c(Br)cc(Br)cc2c(=O)[nH]1)C1CCCCC1 | i
NC(N)=N/N=C/c1cc(Br)c(O)c(Br)c1 | i
ClC(=C\c1ccccc1)/C=N/Nc1nncc2ccccc12 | i
O=[N+]([O-])c1cc2c(cc1/C=C/c1nc3ccccc3s1)OCO2 | i
O=S(=O)(Nc1ccc2c(c1)OCCO2)c1ccc2c(c1)CCCC2 | i
c1csc(-c2noc(CSc3nc4ccccc4o3)n2)c1 | i
FC(F)Sc1ccc(NC(=S)NN2CCCCC2)cc1 | i
c1ccc(-c2cn3nc(-c4nn5cc(-c6ccccc6)c6c5n4CCCC6)n4c3c2CCCC4)cc1 | i
FC(F)Oc1ccccc1/C=N/Nc1nc(-c2ccncc2)nc2ccccc12 | i
CCc1c(C)sc2nc(SCc3nc4sc5c(c4c(=O)[nH]3)CCC5)n(C)c(=O)c12 | i
CCOc1cc2c(cc1CNCc1cc(Cl)c(OC(C)C)c(OC)c1)OC(C)C2 (stereo not drawn) | i
O=S(=O)(c1ccccc1)N1CCSC1c1ccccc1 (stereo not drawn) | i
Cc1cc(-n2c(C)cc(C(=O)CSc3nc(C(C)(C)C)nc4c3c(=O)n(C)c(=O)n4C)c2C)no1 | i
CCn1c(P(C)(=O)O)nc2ccccc21 | i
Cc1nc(Oc2ccc3c(c2)OCO3)c2c3c(sc2n1)CCCC3 | i
O=S(=O)([O-])CCC[n+]1c(/C=C/c2ccc(-c3ccc(SC(F)F)cc3)o2)sc2ccccc21 | i
O=S(=O)(c1ccc(OC(F)(F)F)cc1)N1CCNCC1 | i
CC[n+]1cccc2ccccc21 | i
CCOC(=O)c1c(C)cc(C)[nH]c1=S | i
CC1=C/C(=N\Nc2ncc(Cl)cc2Cl)CC(C)(C)C1 | i
Clc1ccc2oc(SCC34CC5CC(CC(C5)C3)C4)nc2c1 | i

# Two of these compounds in a different format.
molecule: Cc1nc(Oc2ccc3c(c2)OCO3)c2c3c(sc2n1)CCCC3
  PL biosyn Enam = i

molecule: O=S(=O)([O-])CCC[n+]1c(/C=C/c2ccc(-c3ccc(SC(F)F)cc3)o2)sc2ccccc21
  PL biosyn Enam = i

# (list continues)
mol | PL biosyn Enam
COc1cc2c(cc1OC)CN(C(=S)NCCN(C)C)CC2 | i
O=S(=O)(Nc1ccc2c(c1)OCCCO2)c1ccc(F)cc1 | i
Cn1/c(=N/N=C/C(Cl)=C/c2ccccc2)sc2ccccc21 | i
Cc1cc(C(=O)N/N=C2\CC(C)CC(C)(C)C2)c(C)o1 (stereo not drawn) | i
Clc1ccc2oc(SCc3cn4cc(Cl)ccc4n3)nc2c1 | i
c1csc(-c2csc3nc(CN4CCOCC4)nc(Sc4nnc(C5CCCCC5)o4)c23)c1 | i
Cc1cc(C(=O)Nc2cc(C(F)(F)F)ccc2NC2CCCCC2)no1 | i
COC(=O)CCCN=Cc1c(O)[nH]c(=O)[nH]c1=O | i

# Other structures.
canonical_smiles	PL biosyn Enam
COc1cccc2c1OC(c1ccccn1)N1N=C(c3ccccc3)CC21 (stereo not drawn)	i
COc1ccc(/C=N/OCc2ccc(Br)cc2)c(OC)c1	i
C/C(=N\Nc1nc(C)cc(=O)[nH]1)c1ccc(C2CCCCC2)cc1	i
COCCNC(=S)N/N=C/c1ccc(C)s1	i
COc1ccc(-c2noc(COc3cc(Cl)c(Cl)cc3Cl)n2)c(OC)c1	i
O=C(COC(=O)C1CC2CCCC(C1)C2=O)NC(=O)NC12CC3CC(CC(C3)C1)C2 (stereo not drawn)	i
CN(C)C(=O)C[n+]1ccc2ccccc2c1	i
COCCOC(=O)c1sc(=S)n(CCOC)c1N	i
CC(C)CNC(=O)CN1C(=O)N(C)C2(CCC(C)CC2)C1=O (stereo not drawn)	i
O=[N+]([O-])c1cc2c(c(COc3ccc(Br)cc3)c1)OCOC2	i
CC(C)NC(=O)NC(=O)Cn1cnc2c1c(=O)n(C)c(=O)n2C	i
Cc1ccc(C2CC(c3cccs3)=NN2C(=O)c2ccco2)o1 (stereo not drawn)	i
Clc1snnc1CSc1nnc(Cc2cccs2)n1C1CC1	i
Cn1c(SCC(=O)N2CCCC2)nc2sc3c(c2c1=O)CCCC3	i
CC1Sc2nnc(-c3ccc(C(C)(C)C)cc3)n2N=C1c1ccc(Cl)cc1 (stereo not drawn)	i
COc1cc2c(cc1OC)CN(c1nn(C)c(=O)n(C)c1=O)CC2	i
CCN(C(=O)CSc1nc(N)nc(N)n1)C1=CCCC1	i
COC(=O)c1sc(N=CN(C)C)c(C(=O)OC)c1C	i
Cc1ccc(C(=O)OCc2nc(-c3cccs3)no2)s1	i
O=c1c2ccccc2nnn1CSc1ccc2c(c1)OCCO2	i
O=C1OC(c2ccc(F)cc2)=N/C1=C\c1ccc(Br)cc1	i
Fc1ccccc1CNc1cc(-c2ccccc2)c2cc3c(cc2n1)OCCO3	i
CCN1C(=Cc2cc(C)[n+](C3CCCCC3)c(C)c2)Sc2ccccc21	i
c1csc(-c2nc(SC3CCCCC3)c3ccccc3n2)c1	i
Clc1ccc(SCCSc2nc3ccccc3c3nc4ccccc4n23)cc1	i
Cc1cc(C)n(CCCNc2nc(CN3CCOCC3)nc3sc4c(c23)CCC4)n1	i
Cc1sc[n+](CC(=O)OC2CC(C)CCC2C(C)C)c1C (stereo not drawn)	i
Cc1nnc(Cn2cnc3c2c(=O)n(C)c(=O)n3C)o1	i
O=[N+]([O-])c1cc(S(=O)(=O)N/N=C2\CCc3ccccc32)ccc1Cl	i
c1ccc2c(c1)-c1ccccc1C2Nc1ccc2c(c1)OCCO2	i
CCNc1nc(C)nc2sc3c(c12)CCCC3	i
Cc1cc(NC(NC(=O)OC2CC(C)CCC2C(C)C)C(Cl)(Cl)Cl)no1 (stereo not drawn)	i
NS(=O)(=O)c1ccc(CCNS(=O)(=O)c2c(F)cc(F)cc2Br)cc1	i
O=S1(=O)CCN2C(=N1)Oc1ccc(S(=O)(=O)N3CCCC3)cc12	i
Cc1ccccc1C1=NC(c2cc(Br)cc(Br)c2O)ON1 (stereo not drawn)	i
Nc1cc(OC(F)F)c(Br)cc1[N+](=O)[O-]	i
COC(=O)NC1(C(F)(F)F)Oc2ccc(Cl)cc2O1 (stereo not drawn)	i
C(=N\NC1=Nc2cccc3cccc1c23)/c1ccccc1	i
CC(C)CNC(=O)NC(=O)CSc1ncnc2sc3c(c12)CCC3	i
FC(F)(F)c1ccc(P2(c3ccc(C(F)(F)F)cc3)=NC(C(Cl)(Cl)Cl)=NC(C(Cl)(Cl)Cl)=N2)cc1	i
CCOC(=O)N1CCN(C(=O)COC(=O)C2C(C(=O)OC)=C(C)NC(C)=C2C(=O)OC)CC1	i
Cc1ccnc(SCc2cn3c(C)cc(C)nc3n2)n1	i
CN1CCN(/N=C/c2cc(Br)ccc2O)CC1	i
Cc1cc(C)nc(Sc2ccc(S(=O)(=O)C(F)F)cc2S(=O)(=O)C(F)F)n1	i
O=C(CN1C(=O)C(=O)N(CCc2cccs2)C1=O)c1ccc(Cl)s1	i
CC(C)(C)c1nnc2sc(SCC(=O)NC3CCCC3)nn2c1=O	i
Cc1cnc(NC(=O)CCn2[nH]c(=O)ccc2=O)s1	i
O=[N+]([O-])c1cccc(N=Cc2sc3ccccc3c2O)c1	i
Nc1[nH]n(-c2ccccc2)c(=O)c1N=Nc1ccc2c(c1)OCO2	i
COCCN=c1scc(C)n1/N=C/c1c[nH]c2ccc(Br)cc12	i
Cc1ccc(/C=N/NC(=S)NCc2ccco2)o1	i
CCOC(=O)CSc1nc(C)nc2sc(C(=O)OCC)c(C)c12	i
Cc1noc(C)c1CSc1nc2sc3c(c2c(=O)n1C1CCCC1)CCCC3	i
COCCN=c1scc(-c2cc(OC)ccc2OC)n1/N=C/c1ccc([N+](=O)[O-])o1	i
CCOC(=O)/C=C1\SCC(=O)N1CCSc1nnc(C)s1	i
CS(=O)(=O)Nc1ccc(NS(C)(=O)=O)cc1	i
Oc1c(C(Nc2ccccn2)c2ccccc2F)ccc2cccnc12 (stereo not drawn)	i
CC(C)c1ccc(S(=O)(=O)NC2CCS(=O)(=O)C2)cc1 (stereo not drawn)	i
Brc1cc2c(cc1CSc1nnc(-c3ccco3)o1)OCO2	i
CC1CCCC(C)N1C(=O)Cn1cnc2sc3c(c2c1=O)CCC3 (stereo not drawn)	i

# (cont.)
canonical_smiles	PL biosyn Enam
C=CCn1c(SCC(=O)NC(=O)NCc2ccco2)nc2scc(-c3ccco3)c2c1=O	i
Cc1nc(C)c2c(c1C(F)(F)F)-c1ccccc1C2(F)F	i
Cc1nc2sc3c(c2c(=O)n1-n1cccc1)CCCCC3	i
CC(C)CC(C(=O)O)N1C(=O)C2C3C=CC(C3)C2C1=O (stereo not drawn)	i
Cc1ccc(S(=O)(=O)[N-]c2nc3ccccc3nc2-[n+]2ccn(-c3ccccn3)c2)cc1	i
CC1(NC(=S)Nc2ccc(NC(=S)NC3(C)CCS(=O)(=O)C3)cc2)CCS(=O)(=O)C1 (stereo not drawn)	i
O=C(O)c1cc(C(=O)O)cc(N2C(=O)CSC2=S)c1	i
CN=c1scc(-c2ccccc2)n1/N=C/c1c[nH]c2ccccc12	i
